TRPV1 agonist: human TRPV1 agonism | Q8NER1 | TRPV1-expressing cells, Fluo-8 calcium influx, agonist mode | activation, % at 8.33 µM | 320,000 compounds, 0.19% hits; in the data active means activation above about 80%; inconclusive means between about 30% and that limit; further: 0% is about no effect
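TRPV1-expressing cells were cultured overnight at 35.5C and loaded with Fluo-8 calcium dye for 40 to 90 min at room temperature. After a 10 s baseline, compound was added and calcium influx was read kinetically for 3 min (ex 480/em 520 nm).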
CXXC DNA block: inhibitors of human MLL CXXC domain-DNA interaction; MLL-CXXC / FITC-HOXA9 DNA fluorescence polarization; Potency, µM (highest dose often 115 µM), for the others: top-dose activity change, negative = inhibition, hits mostly inhibitors; 290,000 compounds, 0.037% hits; active means well fitted inhibition curve with a large enough effect in the polarisation, with a control signal flat, not every such curve was filed as active; inconclusive means small, poorly fitted or top-dose-only effect, or effect the other way, or a change in a side signal; inactive means no such curve, though single readings can be large or run the other way; the % refers to the polarisation; further: potency means the concentration at half of the fitted maximal effect
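Steps: dispense CXXC domain solution (7 uM) → pin compounds or unlabeled HOX-A9 DNA control → 5 min ambient → add FLSN-HOX-A9 solution (50 nM) → spin → 30 min ambient → fluorescence polarization. Tris pH 7.5/NaCl/DTT/BSA buffer.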
Menin-MLL TR inh: displaces Texas Red mutant MLL peptide from human menin; 270,000 compounds, 0.23% hits; Potency, µM (top dose mostly 61.6 µM), for the others: at the top dose FP activity change, negative = inhibition, hits mostly inhibitors; Menin + Texas Red MLL mutant peptide, fluorescence polarization; AID 1768; O00255; active means well fitted inhibition curve with a large enough effect in the polarisation, with a control signal flat, not every such curve was filed as active; inconclusive means small, poorly fitted or top-dose-only effect, or effect the other way, or a change in a side signal; inactive means no such curve, though single readings can be large or run the other way; the % refers to the polarisation; further: potency means the concentration at half of the fitted maximal effect; % of control where 0% means no effect; many of its hits are not listed in these tables
Target sequence (O00255 whole entry, looked up): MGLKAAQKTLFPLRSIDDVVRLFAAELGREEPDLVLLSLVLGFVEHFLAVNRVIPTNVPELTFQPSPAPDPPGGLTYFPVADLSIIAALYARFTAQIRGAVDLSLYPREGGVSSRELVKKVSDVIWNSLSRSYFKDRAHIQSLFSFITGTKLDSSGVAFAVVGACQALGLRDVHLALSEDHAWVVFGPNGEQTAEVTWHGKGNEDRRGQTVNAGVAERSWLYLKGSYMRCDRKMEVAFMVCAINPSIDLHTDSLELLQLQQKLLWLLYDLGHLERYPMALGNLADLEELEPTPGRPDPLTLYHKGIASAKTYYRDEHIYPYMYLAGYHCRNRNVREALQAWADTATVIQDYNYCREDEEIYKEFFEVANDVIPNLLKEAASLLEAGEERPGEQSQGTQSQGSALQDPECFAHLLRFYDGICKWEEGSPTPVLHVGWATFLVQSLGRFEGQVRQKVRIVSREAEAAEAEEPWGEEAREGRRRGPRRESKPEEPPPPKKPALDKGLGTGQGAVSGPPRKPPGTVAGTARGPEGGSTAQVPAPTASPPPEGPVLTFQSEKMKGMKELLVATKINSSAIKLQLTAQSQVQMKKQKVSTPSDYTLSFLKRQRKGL
KCNH2 3.1 block: blocks the human KCNH2 3.1 channel isoform. U2OS KCNH2 3.1, thallium flux FluxOr; active compounds read low. activity change, % (tested at about 1.8 µM). 340,000 compounds, 0.95% hits;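 active means maximum activity change below -70%; inconclusive means maximum activity change from -70% to -50%; inactive means maximum activity change above -50%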;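 further: thallium influx rate constant from kinetic fluorescence after stimulation buffer; on the % scale 0 is the no-effect control and ±100 the full control effect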
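FluxOr-based Tl+ influx in U2OS cells transduced with KCNH2 3.1 virus; rate constants normalized to DMSO controls.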
Coupling enz: inhibits coupling enzyme system, counter-screen for aldolase hits; 290,000 compounds, 0.67% hits; coupling enzyme system counterscreen, AmpLite Red fluorescence; activity change, negative = inhibition, % at 58.2 µM, hits read low; in the data active means activity change below about -30%; further: on the % scale 0 is the no-effect control and ±100 the full control effect
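First, compound is pin-transferred into glyceraldehyde-3-phosphate coupling-enzyme reagent at 57.5 uM final and held 10 min at RT. Next, substrate, coupling system and AmpLite Red are added. After 20 min RT, fluorescence (525/598 nm) is read.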
GALK inh: blocks human galactokinase activity; P51570; Purified GALK, Kinase-Glo residual ATP luminescence; Potency, µM (series often up to 57.5 µM), for the others: at the top dose activity change, negative = inhibition, most hits filed as inhibitors; 270,000 compounds, 0.007% hits; further: potency means the concentration at half of the fitted maximal effect; on the % scale 0 is the no-effect control and ±100 the full control effect
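Quantitative HTS: GALK 5 nM, ATP 35 uM, galactose 100 uM, 1 h room temperature, then luciferase-based ATP detection.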
PKM2 activator: PKM2 (human) enzyme activation; 260,000 compounds, 0.34% hits; P14618; purified PKM2, Kinase-Glo ATP luminescence, activation; response scale: 0% is enzyme alone, no compound; Potency, µM (titrated, usually from 57.5 µM), inactives show at the highest dose activation, most hits filed as activators; AID 1631; further: potency means the concentration at half of the fitted maximal effect; on the % scale 0 is the no-effect control and ±100 the full control effect; nearly all actives have a fitted effect of over 55% in size
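ATP formation by purified human PK-M2, quantified via coupled luciferase luminescence after 1 h at room temperature with 0.1 mM ADP and 0.5 mM PEP final.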
USP2a block: USP2a (human) protease inhibition | O75604 | USP2 core, Ub-CHOP2 coupled fluorogenic reporter, 485/531 | Potency, µM (highest dose often 38.3 µM), for the others: top-dose activity change, negative = inhibition, actives largely listed as inhibitors | 330,000 compounds, 0.01% hits;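 further: potency means the concentration at half of the fitted maximal effect; plate controls were DMSO wells for no effect and full inhibition by NEM control for full effect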
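Deubiquitinase activity read as fluorescence (485/531 nm) after Ub-CHOP2 cleavage activates the enterokinase reporter on its substrate; USP2 core 10nM, Ub-CHOP2 and substrate 25nM each, 30min compound preincubation then 60min RT; data normalized to NEM, curves fitted.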
hERG WT inh: KCNH2 (human, wildtype) channel inhibition; Q12809; U2OS, BacMam KCNH2, thallium flux FluxOr; active compounds read low; activity change, % at 1.84 µM; 340,000 compounds, 0.37% hits;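 active means maximum activity change below -70%; inconclusive means maximum activity change between -70% and -50%; inactive means maximum activity change above -50%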; further: on the % scale 0 is the no-effect control and ±100 the full control effect
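U2OS cells were transduced with wild-type KCNH2 virus (2.03 x 10^8 / mL) for 4 h at room temperature, then cultured overnight at 37 C. Thallium flux was read with FluxOr dye. Rate constants were normalized to DMSO controls.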
B2AR arrestin: beta2AR (human) beta-arrestin recruitment activity. beta-arrestin recruitment to beta2AR, cell-based reporter. AID 492947. Potency, µM (series often up to 46.1 µM), for inactives: at the highest dose activation, hits mostly activators. P07550. 330,000 compounds, 0.02% hits;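 further: potency means the concentration at half of the fitted maximal effect; 0% = DMSO controls and full agonism = EC100 isoproterenol or metaproterenol; nearly all actives have a fitted effect of over 65% in size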
Target sequence (P07550 whole entry, looked up): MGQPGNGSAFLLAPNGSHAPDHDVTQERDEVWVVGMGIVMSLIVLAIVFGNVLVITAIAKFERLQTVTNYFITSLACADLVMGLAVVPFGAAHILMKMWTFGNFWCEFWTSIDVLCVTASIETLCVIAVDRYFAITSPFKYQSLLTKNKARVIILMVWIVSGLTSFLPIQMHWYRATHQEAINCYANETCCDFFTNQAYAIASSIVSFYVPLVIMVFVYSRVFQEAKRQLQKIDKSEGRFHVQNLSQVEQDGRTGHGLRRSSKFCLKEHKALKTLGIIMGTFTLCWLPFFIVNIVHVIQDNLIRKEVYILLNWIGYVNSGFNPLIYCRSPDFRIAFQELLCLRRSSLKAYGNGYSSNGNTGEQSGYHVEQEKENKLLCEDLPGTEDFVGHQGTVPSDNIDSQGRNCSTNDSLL
Giardia killer: kills Giardia lamblia; Giardia lamblia trophozoite viability; activity change, % at 7.66 µM, hits read low; 340,000 compounds, 0.15% hits; in the data active means activity change below about -80%; inconclusive means between about -30% and that limit;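 further: parasites exposed to compound for two days anaerobically before the ATP read; on the % scale 0 is the no-effect control and ±100 the full control effect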
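Compounds were tested on trophozoites seeded at 100 cells/well and held 48 hrs at 37 deg C anaerobically. An ATP-based luminescent kit measured the remaining live cells.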
An asterisk follows results filed as active; u = inconclusive; x = no result given; [ ] = another dose, or the depositor's remark. Unless noted, the call rests on the fitted dose curve; in most records, active means well fitted curve in the direction sought with a large enough effect; inconclusive means small, poorly fitted or top-dose-only effect, or another doubt; inactive means no such curve, though single readings can be large; an effect the other way counts as inactive or inconclusive. An excerpt; count on the stated rates, not on these rows.

SMILES	TRPV1 agonist	CXXC DNA block	Menin-MLL TR inh	KCNH2 3.1 block	Coupling enz	GALK inh	PKM2 activator	USP2a block	hERG WT inh	B2AR arrestin	Giardia killer
COc1ccc(C(=O)NCc2ccccc2C)cc1S(=O)(=O)NC1CCCC1	x	x	x	-11	x	x	x	2%	-13	0.3%	5
Cc1ccc(CSc2nc3nc(C)cc(C)c3c(=O)[nH]2)cc1	1	7%	-6%	1	2	11%	-3%	7%	10	0.1%	-23
CC(C)OC(=O)Cc1nc2sc(-c3ccccc3)cc2c(=O)[nH]1	-1	14%	40%[activator]	-10	1	2%	x	1%	2	-0.7%	22
O=C(Nc1ccc(F)cc1)c1ccc2ncsc2c1	93*	57%	9%	-12	2	x	x	2%	8	3.3%	-21
COc1cccc(-c2nn(-c3ccc(C)cc3)cc2C(=O)N(C)CC(=O)Nc2cccc(F)c2)c1	24	x	x	-14	x	x	x	1%	-4	0.0%	-4
O=C(NCc1ccccn1)c1cc2cc(Br)ccc2oc1=O	2	2%	-1%	17	4	-5%	17%	3%	10	0.3%	-2
O=C(CSc1ccc(-c2ccccn2)nn1)NC1CCCC1	-3	3%	15%	-32	5	1%	-2%	1%	-11	-0.8%	4
CCOc1ccc(NC(C)=O)cc1N	3	x	x	7	x	x	x	0%	-6	0.1%	3
CCN(CC)c1nc(Oc2ccc(=O)[nH]n2)nc(N2CCOCC2)n1	-6	13%	-6%	8	4	3%	-20%	-2%	-4	-0.4%	3
COc1ccc(C(=O)Nc2ccc(/C(C)=N/NC(=O)c3ccccc3O)cc2)cc1OC	19	8%	25%	-4	3	-1%	-8%	2%	-20	-0.2%	-5
Cc1ccc(S(=O)(=O)N2CCN(CC(O)c3ccccc3)CC2)cc1C (stereo not given)	7	-12%	-2%	1	-2	-3%	-4%	1%	4	0.2%	-27
Cc1ccc(-n2ncc3c2CC(C)(C)CC3NC(=O)CCn2cncn2)cc1 (stereo not given)	2	26%	x	-29	x	-5%	x	2%	-7	0.2%	12
CC(=O)N1CCN(C(=O)c2cc(S(=O)(=O)N(C)c3ccc(F)cc3)ccc2Cl)CC1	3	x	x	9	x	x	x	-7%	10	0.2%	2
CCN(CC)CCCNc1oc(-c2ccc(OC)c(OC)c2)nc1C#N	3	-5%	-34%	11	-8	-4%	-5%	-1%	2	-0.3%	2
COc1ccc(-c2csc(NC(=O)CSC(C)C(=O)Nc3cc(C)on3)n2)cc1OC (stereo not given)	-3	x	x	1	x	x	x	0%	0	-0.7%	-19
Cc1ccccc1/C=N/NC(=O)Cn1nnc(N)n1	0	-8%	-9%	3	-7	3%	-2%	3%	6	-1.5%	2
Cc1c(-c2cccs2)[n+](=O)c2c(n1[O-])CCC2	0	0%	-11%	1	3	1%	-2%	-1%	11	0.8%	1
Nc1nc(-c2ccc([N+](=O)[O-])cc2)c(C(=O)Nc2ccc(Cl)cc2)s1	0	9%	x	-10	8	5%	-2%	0%	0	0.3%	-3
CCN(c1ccccc1)c1ncnc2c1cnn2-c1ccccc1	5	-5%	-5%	-23	0	1%	8%	2%	2	0.0%	14
CCn1c2c(c3cc(Br)ccc31)CCC/C2=N\O	4	-15%	u	17	0	5%	0%	x	21	x	-10
O=C1CCC(C(=O)OCc2ccccc2)N1 (stereo not given)	-2	6%	10%	10	2	-1%	-5%	4%	-11	-0.1%	1
COc1ccc(NC(=O)c2ccccc2NC(=O)C2CC=CCC2C(=O)O)cc1 (stereo not given)	-1	4%	x	-6	x	3%	x	-2%	16	-0.3%	5
COc1cc(CN2CCN(c3ccccc3C)CC2)cc([N+](=O)[O-])c1O	-2	-5%	-11%	-15	3	x	1%	-1%	-2	-0.9%	3
O=C(CN(C(=O)c1ccccc1Cl)N1C(=O)C2C3C=CC(C3)C2C1=O)c1cccs1 (stereo not given)	4	6%	19%	2	0	13%	4%	0%	9	0.1%	-5
COc1ccc2[nH]c(=O)c(CN(CCO)C(=O)NCc3ccccc3)cc2c1	0	-3%	-26%	2	3	3%	6%	x	1	x	-17
Next section:
SMILES	TRPV1 agonist	CXXC DNA block	Menin-MLL TR inh	KCNH2 3.1 block	Coupling enz	GALK inh	PKM2 activator	USP2a block	hERG WT inh	B2AR arrestin	Giardia killer
c1ccc(-c2nnc(-c3ccccc3)c(-c3c[nH]c4ccccc34)n2)cc1	20	1%	u	-7	1	2%	-3%	4%	-23	-1.0%	3
O=C(NNC(=S)Nc1ccc(F)cc1)C1CC1c1ccc(Cl)cc1 (stereo not given)	-6	0%	22%	5	-2	-6%	-9%	-4%	-6	-1.5%	-22
O=C(COn1nnc2ccc(Cl)cc21)Nc1ccc(F)cc1	u	-14%	u	10	-2	3%	-2%	-2%	x	-0.1%	-4
COc1cccc(CN(C(=O)c2cnccn2)C(C(=O)NC2CCCCC2)c2cc(OC)c(OC)c(OC)c2)c1 (stereo not given)	-5	6%	11%	-2	0	0%	-10%	0%	0	0.0%	2
Cc1[nH]c(=O)nc(SCc2ccc(Cl)c(Cl)c2)c1C#N	5	2%	54%[activator]	0	11	6%	11%	0%	-1	0.4%	-2
CC1CC(C#N)N(N(C)C)C1=C(C#N)C#N (stereo not given)	1	-4%	x	-2	4	0%	-3%	2%	2	0.1%	3
CSc1ncc(Cl)c(C(=O)Nc2nnc(SC)s2)n1	-3	8%	10%	4	3	1%	-9%	1%	-2	-0.1%	-7
Cc1occc1C(=O)NNC(=O)C1CC1	-2	-5%	-8%	1	0	-1%	-1%	0%	9	-0.1%	-6
O=C(NCCc1ccccc1)c1ccc(Cl)nc1	u	1%	-6%	7	2	0%	3%	-3%	16	0.0%	22
COc1ccccc1N1CCN(C(=O)C2CC=CCC2C(=O)O)CC1 (stereo not given)	9	-3%	5%	42	1	0%	15%	0%	-6	-0.3%	3
NC(=O)Cn1cc(/C=N\NS(=O)(=O)c2ccccc2)c2ccccc21	-5	0%	14%	1	-4	5%	6%	-2%	-27	0.2%	-3
Cc1ccc(OC(C)C(=O)Nc2ncc(Cl)cc2Cl)c([N+](=O)[O-])n1 (stereo not given)	x	x	x	-1	x	x	x	-2%	-6	-0.2%	u
COc1cccc(CNn2cnnc2)c1OCc1ccc(F)cc1	1	-2%	13%	24	2	-3%	1%	0%	3	0.1%	-7
O=C1CC(c2c(F)cccc2Cl)C2=C(COC2=O)N1 (stereo not given)	2	-1%	-2%	4	0	-1%	0%	1%	-12	-0.1%	-7
CCCCc1cc(=O)oc2cc(C)cc(OCc3nn[nH]n3)c12	1	5%	-2%	1	19	-2%	-2%	2%	-1	0.0%	12
N=C1/C(=C/c2coc3ccccc3c2=O)C(=O)N=C2SC(c3ccco3)=NN12	7	u	x	-32	-5	-3%	13%	12%	-10	-0.4%	14
CC(C)C(=O)Nc1cc(=O)[nH]c2ncnn12	-2	-1%	-1%	-10	-1	1%	-1%	2%	-7	0.1%	2
COc1ccc(-c2nc(SCC(=O)Nc3c(F)cccc3F)n[nH]2)cc1	2	x	x	-1	x	x	x	3%	2	-0.2%	-12
c1cncc(COC2CCCN(Cc3nc(-c4cccs4)no3)C2)c1 (stereo not given)	3	6%	1%	-1	3	-2%	4%	7%	-13	-0.5%	30
O=C(O)c1cc(S(=O)(=O)NC23CC4CC(CC(C4)C2)C3)ccc1Cl	-2	45%	28%	12	10	-2%	x	1%	20	0.5%	-7
CCOc1ccc(OCC)c(NC(=O)CN2CCN(CC(=O)NC(C)C)CC2)c1	-4	-8%	-14%	-24	0	-3%	-2%[11.5 µM]	1%	3	4.0%	15
COC(=O)c1sc(NC(=O)COc2cccc(C)c2)nc1C	1	-18%	-14%	9	3	0%	7%	6%	-5	-0.3%	-3
Cc1ccc(C(=O)NC(=O)CSc2ncccc2C(=O)O)cc1	2	-4%	0%	3	-3	0%	0%	1%	-4	-0.1%	6
Cc1ccc(S(=O)(=O)N(C)C)cc1NC(=O)CSc1nc2ncc(Cl)cc2[nH]1	0	x	x	4	x	x	x	2%	-18	-0.2%	-2
Cc1noc(C)c1NC(=O)N(C)C[C@H]1Oc2c(NC(=O)Cc3ccccc3)cccc2C(=O)N([C@H](C)CO)C[C@@H]1C	x	x	x	-1	x	x	x	0%	-3	0.0%	-7
CCN(CC(=O)Nc1ccccc1C(F)(F)F)C(=O)c1ccc(N2CCCC2=O)cc1	-4	x	x	28	x	x	x	2%	11	-1.2%	-23
COc1cc(C)ccc1OC(C)C(=O)Nc1ccc(N2CCCCC2)cc1 (stereo not given)	x	x	x	-1	x	x	x	1%	-21	-0.2%	-12
